AGP1 TOR yeast: yeast TOR pathway AGP1-GFP modulation. S. cerevisiae AGP1-GFP multiplex flow cytometry, 3 h; GFP as percent of DMSO wells. GFP response vs DMSO, % at 10 µM. 320,000 tested, 0.02% active. AID 2066;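 active = GFP response relative to DMSO above a set limit, near screen average plus 3 SD, cut at about 150% in these data; inconclusive = fewer than 70 cells counted for the yeast strain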;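 note: median GFP channel fluorescence of the gated AGP1 strain per well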
RPL19A TOR yeast: alters RPL19A-GFP fluorescence in TOR pathway yeast screen. AID 2025. percent response vs DMSO, % at 10 µM. S. cerevisiae RPL19A-GFP strain, flow cytometry, 3 h; active compounds read low. 330,000 tested, 0.3% active;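 active = percent response vs DMSO below 50%; inconclusive = fewer than 70 events counted for the yeast strain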;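 note: median channel GFP fluorescence of the barcoded RPL19A-GFP strain; ratio of sample median GFP to plate DMSO average so 100% = DMSO; lower means less RPL19A-GFP as with rapamycin TOR inhibition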
VLA-4 inh: inhibition in a human VLA-4 binding assay; VLA-4 expressing cells, ligand binding flow cytometry; inhibition, % (about 7 µM as worked out from the volumes in the protocol); AID 2557; P13612; 330,000 tested, 0.2% active; in the data active = inhibition above about 50%
GRK2 aptamer HTS: blocks RNA aptamer binding to human GRK2. inhibition of aptamer binding, % at 10 µM. 330,000 tested, 0.59% active. bead flow cytometry, FAM-aptamer displacement from GRK2. AID 488847;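 active = inhibition of aptamer binding above 40%, roughly 3 SD of noise, on plates passing a quality check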;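 note: median bead fluorescence of bound FAM aptamer so fluorescent compounds give negative values; no value below 0 was filed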
Target sequence (P25098 whole entry, looked up): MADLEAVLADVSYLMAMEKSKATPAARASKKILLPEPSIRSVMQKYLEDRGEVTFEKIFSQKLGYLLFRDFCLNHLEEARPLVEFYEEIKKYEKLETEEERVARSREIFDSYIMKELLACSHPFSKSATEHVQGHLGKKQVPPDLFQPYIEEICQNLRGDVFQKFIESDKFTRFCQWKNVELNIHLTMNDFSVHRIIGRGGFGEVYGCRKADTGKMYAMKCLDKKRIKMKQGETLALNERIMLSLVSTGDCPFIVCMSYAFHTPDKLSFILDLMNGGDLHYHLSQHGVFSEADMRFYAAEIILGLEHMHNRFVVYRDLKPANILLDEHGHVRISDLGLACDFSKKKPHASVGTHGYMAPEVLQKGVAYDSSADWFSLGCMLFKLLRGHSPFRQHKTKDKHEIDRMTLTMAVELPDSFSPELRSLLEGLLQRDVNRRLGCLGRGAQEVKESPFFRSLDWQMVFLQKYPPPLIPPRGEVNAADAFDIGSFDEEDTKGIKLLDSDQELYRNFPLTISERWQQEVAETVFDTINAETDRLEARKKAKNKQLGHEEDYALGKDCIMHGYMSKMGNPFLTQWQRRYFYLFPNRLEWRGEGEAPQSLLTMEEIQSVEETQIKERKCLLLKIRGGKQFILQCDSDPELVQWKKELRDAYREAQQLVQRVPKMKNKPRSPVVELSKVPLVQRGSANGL
GASC-1 inh: blocks human GASC-1 demethylase activity; GST-JMJD2C(1-420) H3K9me3 demethylation, DELFIA europium; inhibition, % at 2.35 µM; 330,000 tested, 0.069% active; AID 2099;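 active = more than half of a compound's replicate wells show inhibition beyond 50%, single wells judged on their own value; inconclusive = some, but no more than half, of replicates pass 50% inhibition; inactive = no replicate passes 50% inhibition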;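 note: signal counts dimethyl H3K9 product captured on neutravidin plate; 0% = median of DMSO wells and 100% = 0.3 times that DMSO median; strong numbers were not always called active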
Target sequence (Q9H3R0 1-420 limits assumed): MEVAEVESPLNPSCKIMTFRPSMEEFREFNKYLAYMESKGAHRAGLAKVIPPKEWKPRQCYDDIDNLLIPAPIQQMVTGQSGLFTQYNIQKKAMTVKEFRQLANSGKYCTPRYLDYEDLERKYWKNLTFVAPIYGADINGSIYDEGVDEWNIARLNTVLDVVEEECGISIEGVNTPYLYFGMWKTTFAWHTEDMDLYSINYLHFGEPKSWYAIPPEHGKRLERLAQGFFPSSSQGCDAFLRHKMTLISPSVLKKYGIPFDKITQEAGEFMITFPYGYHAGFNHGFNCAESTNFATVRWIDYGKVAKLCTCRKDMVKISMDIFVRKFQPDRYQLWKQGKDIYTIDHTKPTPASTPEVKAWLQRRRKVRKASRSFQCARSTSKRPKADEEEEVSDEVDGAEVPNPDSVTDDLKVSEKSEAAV
CIT2-GFP yeast: alters CIT2-GFP fluorescence in TOR pathway yeast screen; S. cerevisiae CIT2-GFP strain, flow cytometry, 3 h; 100 means same as DMSO wells; GFP response vs DMSO, % at 10 µM; 320,000 tested, 0.065% active; AID 2029;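 active = GFP response relative to DMSO above a set limit, near the screen mean plus 3 SD, cut at about 150% in these data; inconclusive = Fewer than 70 cells measured for a yeast strain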;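 note: ratio of well median GFP fluorescence to mean of DMSO wells on the plate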
LAP4-GFP MLPCN: modulators of TOR pathway LAP4-GFP in S. cerevisiae; S. cerevisiae LAP4-GFP multiplex, flow cytometry GFP, 3 h; median GFP as percent of DMSO wells; GFP response vs DMSO, % at 10 µM; 320,000 tested, 0.34% active; AID 2023;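 active = GFP response vs DMSO above a set limit, about the screen mean plus 3 SD, cut at about 150% in these data; inconclusive = under 70 cell events counted for the yeast strain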
MEP2-GFP yeast: alters MEP2-GFP fluorescence in TOR pathway yeast screen; 330,000 tested, 0.51% active; GFP response vs DMSO, % at 10 µM; S. cerevisiae MEP2-GFP strain, flow cytometry GFP, 3 h; 100% = DMSO control level;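 active = GFP response versus DMSO above a set limit, roughly screen mean plus 3 SD, cut at about 180% in these data; inconclusive = fewer than 70 cells counted for a yeast strain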;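 note: median GFP fluorescence of the barcode-gated MEP2-GFP cells per well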
Active calls of the source: *; ? = inconclusive; . = not tested or not shown; [ ] = remark or other dose.

AGP1 TOR yeast,RPL19A TOR yeast,VLA-4 inh,GRK2 aptamer HTS,GASC-1 inh,CIT2-GFP yeast,LAP4-GFP MLPCN,MEP2-GFP yeast,smiles
100,97,-137,5,-1,99,96,100,CN(/N=C/c1cccnc1)C1=NS(=O)(=O)c2ccccc21
107,100,1,0,1,98,103,104,CCC(=O)N(Cc1cc2cccc(C)c2[nH]c1=O)c1ccccc1OC
101,101,-15,0,-7,95,102,105,Cc1cccc(/C=N/NC(=O)c2ccc(NC(=O)c3ccc(F)cc3)cc2)n1
105,96,0,1,14,99,104,92,COc1ccc(NC(=O)CCN2C(=O)c3ccncc3C2=O)cc1OC
94,97,5,0,14,97,107,107,COc1cccc(NC(=O)c2ccc3nsnc3c2)c1
91,95,26,0,1,92,89,109,CCc1nnc(NC(=O)CCC(=O)NCCc2ccc(OC)c(OC)c2)s1
100,104,-1,3,4,111,96,110,Cc1cc(S(=O)(=O)N2CCOCC2)ccc1OCC(=O)NCc1ccco1
100,96,1,3,0,92,102,113,CN(C)Cc1ccc(F)cc1Sc1ccc(Cl)cc1Cl
102,99,7,0,-3,89,105,93,CCC1(c2ccc(F)cc2)NC(=O)N(CC(=O)NCC(=O)Nc2cccc(C)c2C)C1=O (stereo unspecified)
107,104,-8,0,-19,114,97,115,CC(C)(C)OC(=O)N1CCC(C(=O)NNC(=O)c2ccc(Cl)cc2Cl)CC1
86,97,-3,3,2,92,121,94,CCCCC[C@H]1CN(Cc2ccc(OC)cc2)C(=O)[C@@H]1CC(=O)NCc1ccccc1
101,97,22,0,.,103,103,101,C=CC(=O)Nc1ccc(N(C)c2ccnc(Nc3ccc(N4CCN(C)CC4)cc3)n2)cc1
103,105,9,0,-2,104,100,109,COCCCNCCCOc1ccc(C(C)(C)c2ccccc2)cc1
101,102,20,1,-5,97,105,105,O=C(Nc1cccc(Br)c1)c1ccc(CN2CCc3ccccc3C2)cc1
111,106,-1,2,2,115,118,99,COc1cc(/C=C2\C(=N)N3N=C(N4CCOCC4)SC3=NC2=O)ccc1OC(=O)c1ccccc1
105,98,6,1,11,97,102,97,Cc1ccc(S(=O)(=O)N2CCOCC2)cc1NC(=O)COC(=O)CSc1ccc(Br)cc1C
97,96,1,5,.,92,112,101,O=C(NNC(=O)c1cc2ccccc2[nH]1)OCc1ccccc1
99,104,3,9,-7,100,92,105,CCCn1c(N)c(N(CCOC)C(=O)c2cccc(Cl)c2)c(=O)[nH]c1=O
97,96,0,6,-5,98,104,104,COc1ccc(CCCc2nnc(SCC(=O)Nc3ccc(C)c(C)c3)o2)cc1
93,95,0,0,15,89,89,98,CCN(CC)CCNC(=O)c1ccc(Cl)c(S(=O)(=O)N2CCCCCC2)c1
98,93,9,1,-43,92,100,92,CC(C)(C)NC(=O)CSc1nc(-c2ccccc2)cc(=O)[nH]1
85,88,4,0,-11,86,82,93,CN(C)/C=C(\C=O)c1ncc(C(F)(F)F)cc1Cl
94,91,-5,0,-10,92,93,90,COC(=O)c1ccc(C)c(NC(=O)CCc2cc(OC)c(OC)c(OC)c2)c1
109,102,-2,0,6,95,112,100,Cc1sc2nc(CSC(C)C(=O)N(C)CC(=O)Nc3ccccc3C(F)(F)F)[nH]c(=O)c2c1C (stereo unspecified)
108,102,4,0,5,103,99,97,Clc1ccc(CN2C3=NCCN3c3ccccc32)cc1Cl
101,97,-5,1,-3,99,100,99,COc1ccc(OC)c(NC(=O)Cn2cc(C(=O)c3ccco3)c3ccccc32)c1
101,100,2,0,.,94,102,101,CCOC(=O)c1cccc(NC(=O)CSc2nc3ccccc3c(=O)n2CCOC)c1
104,101,-15,3,1,96,126,110,COc1ccc(-c2sc3ccccc3c2/C=C/c2ccc(N)cc2)cc1
91,101,0,0,7,98,88,93,CCOC(=O)N1CCC(NC(=O)CCc2nc(-c3ccc(C)cc3)no2)CC1
106,105,-2,0,6,100,98,99,O=C(NC1CCN(Cc2ccccc2)CC1)C1CCN(S(=O)(=O)c2cccc3nsnc23)CC1
101,97,2,2,-5,92,109,93,COc1cc2c(cc1OC)C(C)N(S(=O)(=O)c1cn(C)c(C)n1)CC2 (stereo unspecified)
102,97,8,0,-16,104,103,101,CCCc1cc(=O)[nH]c(SCC(=O)c2cc(C)n(-c3cc(C)on3)c2C)n1
73,93,-7,0,.,79,144,90,CCCCCCCCCCCCCCCC(=O)OC(CC(=O)O)C[N+](C)(C)C (stereo unspecified)
113,113,0,0,19,104,104,96,CC(=O)Nc1c(O)nc(SCc2ccc(Cl)cc2)[nH]c1=O
98,103,5,1,36,103,97,98,CCCn1c(SCc2ccc(C(=O)OC)o2)nc2ccccc2c1=O
110,96,10,3,19,92,107,105,Cn1c(=O)c2c(nc(OC/C=C/c3ccccc3)n2C)n(C)c1=O
98,98,6,5,-7,92,100,106,CC(C)C1OC2c3cccc4cccc(c34)C2N1c1ccccc1 (stereo unspecified)
88,91,15,4,2,73,123,92,CCCNC(=O)c1noc2c1CCc1cc(OC)ccc1-2
96,102,10,0,-12,95,107,107,O=[N+]([O-])c1ccccc1SNc1ccccn1
95,99,-7,2,-4,98,92,102,CCOc1ccc(N(C)Cc2cc(=O)oc3ccc(OCC)cc23)cc1
91,113,-5,0,4,98,67,92,Cc1ccc(CNC(=O)C2CCCN(S(=O)(=O)c3ccc(F)cc3)C2)cc1 (stereo unspecified)
110,100,1,1,-7,104,105,98,O=C(c1ccc2c(c1)CCN2S(=O)(=O)c1ccccc1)N1CCN(c2ccccc2)CC1
97,103,7,0,-2,95,102,96,O=C(NCc1ccc(F)cc1)C(Cc1ccccc1)NS(=O)(=O)c1cccs1 (stereo unspecified)
108,96,41,5,6,99,98,93,Cc1cc(C(=O)CSc2nnc3c(Cl)cc(Cl)cn23)c(C)n1C
100,108,-1,2,-1,104,97,110,Cc1c(C)c2ccc(O)c(CN3CCN(C)CC3)c2oc1=O
102,99,5,0,-36,102,97,101,CCOC(=O)CC(=O)CSc1nc2ccccc2c(=O)n1-c1ccc(C(=O)N2CCOCC2)cc1
106,99,0,1,5,112,102,102,COc1cc(OC)cc(C(=O)NCC(=O)OCC(=O)NCc2ccco2)c1
96,100,3,2,-7,104,90,103,CS(=O)(=O)Oc1ccc(Br)cc1/C=C1/N=C(c2ccco2)OC1=O
101,104,9,0,-3,102,101,100,CC(C)c1ccc(OCCCCCN2CCOCC2)cc1
91,92,-8,0,-15,97,90,91,COc1ccc2c(c1)C(C)CC(C)(C)N2C(=O)CSc1ncn[nH]1 (stereo unspecified)
102,102,4,0,-3,96,99,104,Cc1ccc(S(=O)(=O)Nc2ccc(C(=O)Nc3cc(C)on3)cc2)cc1
85,101,3,1,0,85,84,99,O=C(NCc1ccccc1)c1ccc2c(c1)C(=O)N(Cc1cccnc1)C2=O
103,101,-2,1,10,98,107,108,CN(CC(=O)Nc1c(Cl)cccc1Cl)C(=O)C1CSC2(C)CCC(=O)N12 (stereo unspecified)
89,100,-1,4,2,88,104,91,CC(C)Cc1cc(C(C)(C)C)ccc1OC(=S)N(C)C
98,95,3,1,-19,94,99,101,Cn1cc(CN2CCCC(CO)(Cc3ccccc3)C2)cn1 (stereo unspecified)
94,103,20,2,10,96,95,99,Cc1cc(C)cc(NC(=O)c2ccc(NC3=NC4CS(=O)(=O)CC4S3)cc2)c1 (stereo unspecified)
103,105,-4,2,-12,106,103,114,c1ccc2c(c1)NCC1CCCN21 (stereo unspecified)
113[may fluoresce green],91[may fluoresce green],12,2,9,149[may fluoresce green],116[may fluoresce green],101[may fluoresce green],COc1ccc(S(=O)(=O)N2c3ccccc3NC(=O)CC2C)cc1 (stereo unspecified)
97,99,2,2,-5,100,96,93,C=CCn1c(SCC(=O)Nc2cc(C)on2)nc2sc(C)c(C)c2c1=O
105,96,8,0,1,99,104,99,O=C1CCCCCN1CP(=O)(O)CN1CCCCCC1=O

Next part.
AGP1 TOR yeast,RPL19A TOR yeast,VLA-4 inh,GRK2 aptamer HTS,GASC-1 inh,CIT2-GFP yeast,LAP4-GFP MLPCN,MEP2-GFP yeast,smiles
96,97,18,0,113,93,97,97,O=C(NCCc1c[nH]c2ccccc12)C(=O)NCC(c1cccnc1)N1CCN(c2ccccc2)CC1 (stereo unspecified)
94,100,-11,3,17,103,92,95,O=C(N/N=C/c1cccc2ccccc12)c1cccnc1
91,97,24,1,21,83,114,97,COc1ccc(-c2cc(C(=O)OC3CCOC3=O)c3ccccc3n2)cc1 (stereo unspecified)
94,100,-10,2,-7,101,102,106,Fc1ccc2nc(Nc3ccccc3)sc2c1
99,101,13,0,-14,90,108,100,COc1ccc(-c2cc(C)nc(SCc3cccc(C(=O)O)c3)n2)cc1
107,103,3,1,-21,103,106,99,CCOc1ccc(-n2ccnc(SCC(=O)Nc3cccc(OC)c3)c2=O)cc1
110,106,7,0,.,102,107,100,COc1ccc(C#Cc2c(-c3ccccc3)n(-c3ccccc3)c3ccc(CO)cc23)cc1
94,92,-2,4,13,81,93,90,C[C@@]12C(=O)N(c3ccc(Br)cc3)C(=O)N1[C@@H]1c3ccccc3OC[C@@H]1[C@H]2c1ccccc1
100,98,-2,0,8,103,100,100,COc1cccc(-c2csc3nnc(SCC(=O)NCc4cccs4)n23)c1
102,98,17,1,3,99,94,106,COC(=O)C1=C(C)N(C)C(C)=C(C(=O)OC)C1c1ccccn1
99,100,11,0,1,99,102,99,COc1ccc(C2C(C(=O)N3CCCCC3)CC(=O)N2c2ccc(OC)cc2)cc1 (stereo unspecified)
103,99,4,1,2,94,104,106,Cc1ccccc1CN1CCN(S(=O)(=O)c2ccc(F)cc2)CC1
103,99,0,0,.,96,105,102,Cc1cccc(OCC(=O)N(Cc2ccco2)c2c(N)n(Cc3ccccc3)c(=O)[nH]c2=O)c1
108,105,1,0,2,98,116,104,CCOc1ccccc1NC(=S)N(CCN(C)C)C(C)c1ccncc1 (stereo unspecified)
102,103,-9,1,2,100,106,103,Cc1cccc(-c2nc(C#N)c(N3CCCCC3)o2)c1
100,97,19,4,-6,99,92,98,COc1ccc(N(CC(=O)N2CCc3ccccc3C2)S(C)(=O)=O)cc1
94,91,-15,5,-10,100,103,97,Cc1cccc(/N=C/c2c(O)n(Cc3ccc4c(c3)OCO4)c(=O)c3ccccc23)n1
96,107,31,1,105,101,91,106,Cc1nn(C)c(C(=O)Nc2ccc3c(c2)OCO3)c1[N+](=O)[O-]
97,98,4,1,-51,93,98,99,COc1ccc(CCNC(=O)C/C(C)=N/NC(=O)COc2ccc(C)cc2Br)cc1OC
104,105,-1,0,-8,114,93,100,COc1ccc(N(C(C)C(=O)Nc2ccc(S(=O)(=O)N3CCCCC3)cc2)S(C)(=O)=O)cc1 (stereo unspecified)
90,95,11,0,5,91,101,?,O=C(NCCCN1CCN(c2ccc(F)cc2)CC1)Nc1ccc([N+](=O)[O-])cc1
103,102,-1,0,23,107,102,102,O=S(=O)(NC1=NCCCCC1)c1cccs1
90,100,26,9,-2,106,92,103,CCOC(=O)Cc1csc(Nc2ccc(Cl)cc2)n1

Shown with values under each structure: entries from further up
Under each structure – AGP1 TOR yeast, RPL19A TOR yeast, VLA-4 inh, GRK2 aptamer HTS, GASC-1 inh, CIT2-GFP yeast, LAP4-GFP MLPCN, MEP2-GFP yeast
COc1ccc(N(C(C)C(=O)Nc2ccc(S(=O)(=O)N3CCCCC3)cc2)S(C)(=O)=O)cc1 (stereo unspecified)
 : 104, 105, -1, 0, -8, 114, 93, 100
O=C(NCCCN1CCN(c2ccc(F)cc2)CC1)Nc1ccc([N+](=O)[O-])cc1
 : 90, 95, 11, 0, 5, 91, 101, ?
